hgDAF12 agonist: hgDAF-12 agonism, primary luciferase screen | HEK293 GAL4-hgDAF12 UAS-luciferase reporter, agonist luminescence; normalized to butyrate control | activation, % at 6.8 µM | actives 1.8% (n = 370,000);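 active means activation above a cutoff set at the mean of all screened compounds plus 3 SD, cut at about 10% in these data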;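 further: 0% = DMSO wells and 100% = sodium butyrate wells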
ssDAF-12 act: activates DAF-12 receptor from parasite S. stercoralis. HEK293 ssDAF-12/GRIP1 lit1-tk-luc reporter, luminescence; % of 3 µM dafachronic acid response. AID 652126. activation, % at 6.8 µM. actives 1% (n = 370,000);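 active means activation above the mean over all tested compounds plus 3 SD, cut at about 0.9% in these data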;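 further: 0% = DMSO-only wells and 100% = 3 µM delta7-dafachronic acid wells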
PLC-beta3 inh: inhibitors of human phospholipase C beta3 | inhibition, % at 12.2 µM | Q01970 | Purified PLC-beta3, fluorogenic substrate, fluorescence | actives 0.18% (n = 370,000); in the data active means inhibition above about 11%;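 further: 0% = median of compound wells on plate and 100% = full blocker control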
MBD2 DNA inh: blocks human MBD2 binding to methylated DNA; Q9UBB5; TR-FRET, MBD2 binding to methylated oligonucleotide; AID 686964; inhibition, % at 4.4 µM; actives 0.31% (n = 370,000); in the data active means inhibition above about 13%
Target sequence (Q9UBB5 whole entry, looked up): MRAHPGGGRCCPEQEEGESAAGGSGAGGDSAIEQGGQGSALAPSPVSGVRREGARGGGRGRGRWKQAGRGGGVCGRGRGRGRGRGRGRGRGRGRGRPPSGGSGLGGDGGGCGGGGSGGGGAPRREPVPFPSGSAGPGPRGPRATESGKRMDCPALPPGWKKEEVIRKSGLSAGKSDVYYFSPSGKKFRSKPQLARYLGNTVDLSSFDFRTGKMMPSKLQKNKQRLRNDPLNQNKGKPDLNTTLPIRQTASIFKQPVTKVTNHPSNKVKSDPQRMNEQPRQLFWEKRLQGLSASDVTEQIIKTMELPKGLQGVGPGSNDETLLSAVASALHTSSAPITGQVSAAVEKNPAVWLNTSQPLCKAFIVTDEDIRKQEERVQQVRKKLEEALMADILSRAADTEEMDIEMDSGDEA
ADAM17 inh: inhibits human ADAM17 | recombinant ADAM17, EDANS/DABCYL FRET peptide cleavage | inhibition, % at 6.95 µM | actives 0.83% (n = 370,000);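 active means inhibition above the mean of compounds lying between control limits plus 3 SD, set per campaign, cut at about 8.5% in these data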;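 further: 0% = DMSO-only wells as the low control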
Target sequence (P78536 215-824 limits assumed): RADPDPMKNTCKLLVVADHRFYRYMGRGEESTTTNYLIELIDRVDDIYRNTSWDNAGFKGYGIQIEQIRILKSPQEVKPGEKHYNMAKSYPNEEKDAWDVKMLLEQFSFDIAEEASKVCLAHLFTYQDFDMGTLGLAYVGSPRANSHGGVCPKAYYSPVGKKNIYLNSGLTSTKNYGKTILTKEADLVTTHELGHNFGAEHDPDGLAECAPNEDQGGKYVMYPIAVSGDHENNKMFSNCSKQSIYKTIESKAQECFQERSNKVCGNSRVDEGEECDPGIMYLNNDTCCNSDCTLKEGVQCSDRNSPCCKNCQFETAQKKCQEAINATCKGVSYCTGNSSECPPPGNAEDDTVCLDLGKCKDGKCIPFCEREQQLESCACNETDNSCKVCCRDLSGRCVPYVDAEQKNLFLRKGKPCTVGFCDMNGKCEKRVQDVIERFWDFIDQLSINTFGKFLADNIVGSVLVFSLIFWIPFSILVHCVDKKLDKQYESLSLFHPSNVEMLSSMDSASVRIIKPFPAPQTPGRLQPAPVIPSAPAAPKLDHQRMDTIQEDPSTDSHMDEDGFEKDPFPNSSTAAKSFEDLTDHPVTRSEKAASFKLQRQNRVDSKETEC
SMARCA2 act: activators of SMARCA2 function | MG213 cells, MMTV-luciferase reporter, dexamethasone, overnight | activation, % at 9.1 µM | actives 1% (n = 370,000); in the data active means activation above about 7.8%;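 further: 0% = vehicle wells and 100% = reference activator wells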
hcDAF12 agonist: activators of H. contortus DAF-12 nuclear receptor | HEK293 hcDAF-12 lit1-tk-luc reporter, luminescence; 0% DMSO, 100% Δ7-dafachronic acid | activation, % at 6.8 µM | actives 1.4% (n = 370,000) | AID 652067;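 active means activation above the mean of all tested compounds plus 3 SD, cut at about 5.5% in these data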;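 further: 100% = response to 3 µM Δ7-dafachronic acid high control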
PLCg1 inh: blocks human PLC-gamma1 enzyme activity. P19174. purified PLC-gamma1, fluorogenic substrate, fluorescence. inhibition, % at 12.2 µM. actives 0.84% (n = 370,000). AID 720700; in the data active means inhibition above about 9.5%
DAX1 inh-1: DAX1 (NR0B1) inhibition, primary screen; actives 1.1% (n = 370,000); HEK293T StAR-luciferase reporter, SF-1/DAX-1 repression relief; inhibition, % at 6.8 µM; AID 652010;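 active means inhibition above the mean over all tested compounds plus 3 SD, cut at about 3.6% in these data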;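 further: 0% = DAX-1 cells with DMSO and 100% = cells lacking DAX-1 with DMSO; higher inhibition means more luminescence from relief of DAX-1 repression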
NR1D1 modulator: modulators of human Rev-erb alpha DNA binding. actives 0.79% (n = 370,000). P20393. activity, % at 10 µM. Rev-erbα–FITC-DNA binding, fluorescence polarization, 90 min;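 active means activity above about 14%, limit read from the data; passing the limit was not always enough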;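 further: 0% = DMSO wells with 35 nM protein and 100% = DMSO wells with 750 nM protein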
DAX1 inh-2: inhibitors of human orphan nuclear receptor DAX1 (NR0B1). inhibition, % at 6.75 µM. AID 504766. actives 0.99% (n = 340,000). HEK293 Gal4-DAX1 luciferase reporter, luminescence. P51843;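 active means inhibition above the mean over all tested compounds plus 3 SD, cut at about 4.2% in these data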;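 further: 0% = DAX1-transfected cells with DMSO and 100% = empty-vector control cells with DMSO; inhibition shows as a rise in luminescence from relieved DAX1 repression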
Active calls of the source: *; / = no result given.

SMILES	hgDAF12 agonist	ssDAF-12 act	PLC-beta3 inh	MBD2 DNA inh	ADAM17 inh	SMARCA2 act	hcDAF12 agonist	PLCg1 inh	DAX1 inh-1	NR1D1 modulator	DAX1 inh-2
CN(C(=O)CSc1nc(C2CC2)n(-c2ccccc2)n1)C1CCS(=O)(=O)C1 (stereo unspecified)	-1.5	-0.8	-4	-4	-5	-2	0.0	9	-1.6	-6	-0.3
COc1ccc(-n2cnnc2SCC(=O)N(C)C2CCS(=O)(=O)C2)cc1 (stereo unspecified)	0.5	-1.6	4	-1	-1	-1	-0.2	3	-0.5	-5	0.3
CC(C)C(=O)N[C@H]1[C@H](O)CCC[C@@]12C(=O)N(Cc1ccccc1)c1ccccc12	2.4	-1.2	6	4	3	3	0.5	2	0.8	-1	/
O=C(CS(=O)(=O)c1cccc(Cl)c1)Nc1ccccc1Cl	1.8	-1.8	5	1	-1	0	1.7	2	0.0	1	1.8
CCOC(=O)C(C)Sc1nc(=O)n2cccc(C)c2n1 (stereo unspecified)	-0.7	-1.3	-4	0	-12	1	-1.7	4	0.7	1	-0.3
C=CCC(O)c1c(-c2ccccc2)nn(C)c1Cl (stereo unspecified)	-1.8	-1.3	0	1	-1	4	-3.2	0	-0.7	4	-0.7
O=C(CSc1nnc(CNC(=O)c2ccc(F)cc2)o1)NCC1CCCO1 (stereo unspecified)	-2.5	-0.7	-6	-4	-4	0	-0.3	-1	-0.3	-2	1.5
Cc1cccc(NC(=O)c2ccc(S(=O)(=O)N3CCCCC3)cc2)c1	-3.5	-1.1	1	-2	5	-4	0.6	7	0.3	2	0.3
Brc1ccc(C2=Nc3ccccc3C(c3ccncc3)=NN2)cc1	-0.5	-1.9	5	-4	-1	-2	-3.0	0	0.4	-15	1.3
O=C1/C(=C\c2cccc(O)c2)SC(=S)N1Cc1ccccc1	1.3	-1.6	-7	-3	8.8*	0	-1.4	6	-1.1	-5	0.4
Cn1c(=O)c2c(nc(CN3CCC(C(N)=O)CC3)n2Cc2c(F)cccc2Cl)n(C)c1=O	1.0	-1.6	-5	7	-3	1	-1.2	-2	0.5	-5	0.1
Cc1c(-c2cc[n+]([O-])cc2)oc2ccc(Br)cc2c1=O	-2.1	-1.4	-9	-2	-4	-3	-0.9	-3	0.2	-2	/
O=C(NCc1ccccc1)c1ccc(N2CCC3(CC2)CC(c2ccccc2)=NO3)c([N+](=O)[O-])c1	-1.0	-1.9	5	-4	3	-1	-2.6	0	-1.3	1	-1.5
Cn1c(N)c(Sc2ccc([N+](=O)[O-])cc2)c(=O)n(C)c1=O	0.6	-1.1	-5	2	-2	0	-1.4	1	-0.5	-1	-0.1
CC1=NNC(=O)/C1=C\c1cn(-c2ccccc2)nc1-c1ccc(Cl)cc1	-2.4	-1.4	3	3	1	-4	-1.7	2	0.0	-2	-1.4
COC(=O)[C@@]12C[C@@H](CC(=O)NCc3ccc(C)o3)C(=O)N(Cc3ccco3)C1=CCC(C)(C)C2	-1.9	-1.4	-4	0	2	-6	0.9	-1	-0.9	-2	/
COc1cc(NC(=O)c2cc([N+](=O)[O-])ccc2NC(=O)CNCc2ccccn2)cc(OC)c1	-2.6	-0.6	-17	0	0	1	-1.4	-6	-0.5	-2	-0.2
CCCCc1ccc(S(=O)(=O)N2CCC3(CC2)OCCO3)cc1	-4.9	-1.2	-10	6	-4	-1	-2.0	4	-2.0	2	-0.8
O=C1NC(=NCc2ccccc2)S/C1=C\c1ccccc1	-2.3	-1.2	1	-4	-2	-3	0.4	1	-0.3	0	-0.9
C[C@]12Cc3ccccc3C1CC1=N[C@@H](C3CCCCC3)O[C@@]13C[C@@H]2C(=O)N3C1CCN(Cc2ccccc2)CC1 (stereo partly specified)	1.1	-0.5	2	4	-1	-8	0.2	-2	-0.4	11	/
CSc1ccc(C#N)cc1NC(=O)c1ccccc1	-0.6	-0.8	3	2	0	1	1.4	7	-0.5	-4	1.4
CCCCc1cc(=O)oc2cc(C)cc(OC(C)C(=O)NCc3ccccn3)c12 (stereo unspecified)	-3.5	-1.4	-67	5	-44	0	-4.8	-61	-2.3	3	0.3
Cc1ccc(S(=O)(=O)N2CCN(C(=O)CCCOc3ccc(Cl)cc3C)CC2)cc1	-5.2	-0.9	-9	4	4	-4	-1.1	3	-2.6	0	-0.5
Cc1cccc(NC(=O)CNC(=O)CN2CCN(C)CC2)c1C	1.2	-1.0	0	-1	-5	0	0.4	0	-0.6	-4	0.7
Cc1ccc(C)c(N2CCN(S(=O)(=O)c3ccc4c(c3)NC(=O)CC(=O)N4)CC2)c1	2.3	-1.8	0	2	0	-1	-1.1	1	-0.6	-2	-0.9

Next section
SMILES	hgDAF12 agonist	ssDAF-12 act	PLC-beta3 inh	MBD2 DNA inh	ADAM17 inh	SMARCA2 act	hcDAF12 agonist	PLCg1 inh	DAX1 inh-1	NR1D1 modulator	DAX1 inh-2
O=C(Cn1cnc([N+](=O)[O-])c1)Nc1cc(Oc2ccc(Cl)cc2Cl)cc([N+](=O)[O-])c1	-2.7	-1.3	3	-3	9.5*	-2	-1.8	6	-0.8	-3	-0.9
N#Cc1cnn2c(N)c(-c3ccc(Cl)cc3)cnc12	2.0	-0.9	-5	-3	-7	3	-1.1	-2	-0.1	1	0.0
CN(C(=O)COC(=O)CNC(=O)c1sc2ccccc2c1Cl)c1ccccc1	0.4	-1.3	0	-1	3	0	-1.1	-2	0.0	5	0.1
CCOC(=O)N1CCN(C(=O)CSCC(=O)Nc2nc(-c3ccc(Cl)s3)cs2)CC1	-0.7	-1.7	-37	-2	1	-1	0.9	-23	0.4	-9	0.0
CC(C)[C@H](NC(=O)c1ccccc1Cl)C(=O)OCC(=O)NC(=O)NC1CCCC1	0.0	-0.9	-5	4	-2	-1	-1.7	1	0.3	3	-0.2
C=CCC[C@H](Cc1ccc(F)cc1)C(=O)OC[C@@H](Cc1c[nH]c2ccccc12)NC(=O)[C@@H](CC=C)CC(=O)N(CCO)Cc1ccccc1	-1.1	-1.5	-2	-3	15*	-1	-1.0	-2	-0.8	7	-0.1
O=C(CSC1=NCCS1)N1CCN(c2ccc(Cl)cc2)CC1	-3.7	-2.1	-4	10	-5	-6	-4.5	-2	-3.5	6	-3.2
CCCS(=O)(=O)N1CCCC(C(=O)NCCc2cccc(C)c2)C1 (stereo unspecified)	-0.4	-0.9	-2	-3	-2	0	-1.4	-1	0.1	1	-1.0
CCOC(=O)c1ccc(NC(=O)C2CCCO2)cc1 (stereo unspecified)	6.1	-0.9	0	-1	-5	4	-0.5	2	1.9	-3	-0.6
Cn1c(N)c(C(=O)COC(=O)COc2ccccc2C#N)c(=O)n(C)c1=O	-2.1	-0.3	-9	1	-3	-3	-0.3	-2	0.8	/	-0.6
CCCCN1CNC(=S)N(c2ccc(C(=O)OCC)cc2)C1	0.5	-0.6	2	2	-6	1	0.0	-1	-0.9	-2	1.1
CC(C)(C)c1ccc(NC(=O)CON=C(N)c2ccccc2)cc1	-0.6	-0.8	-11	8	0	0	-1.1	-4	0.1	1	0.8
O=C1NC2(CCCCCC2)C(=O)N1CCS(=O)(=O)Oc1ccccc1	-1.4	0.1	0	1	-1	-2	0.1	2	0.1	3	-0.1
COc1cc(NC(=O)CN2CCN(c3ccccc3F)CC2)c(C)cc1[N+](=O)[O-]	0.5	-0.5	1	1	-8	-5	0.3	-2	-0.5	-2	1.0
O=C(CNc1cccc2ccccc12)c1ccc([N+](=O)[O-])cc1	-2.5	0.1	-28	0	-15	-4	6.8*	-15	-0.4	-2	-0.4
CCOC(=O)c1ccccc1NC(=O)COC(=O)CCC(=O)c1ccccc1	-0.6	-1.5	-3	2	2	4	0.5	2	-1.0	2	0.5
COc1ccc(CCNC(C)C(=O)Nc2ccc(S(N)(=O)=O)cc2)cc1 (stereo unspecified)	-3.9	-1.1	-8	-3	-3	-1	-2.0	0	-0.5	-1	-0.8
COC(=O)c1ccc(C(=O)OC)c(NC(=S)N2CCN(C(=O)C3CCCO3)CC2)c1 (stereo unspecified)	-0.1	-1.6	-281	-4	-243	-1	0.0	-206	0.4	-4	0.3
Cn1cc(C2NC(=O)c3ccccc3N2)c2ccccc21 (stereo unspecified)	1.3	-0.8	-137	-5	-35	-4	0.4	-99	-0.2	25*	0.9
COc1ccc(CNC(=O)COC(=O)c2c(NC(C)=O)sc(C)c2C)cc1	-0.1	-1.4	-8	-2	-9	-4	-2.7	-2	-1.3	5	1.4
CC(=O)Nc1ccc(S(=O)(=O)NC(CC(=O)NCCC2=CCCCC2)C(C)C)cc1 (stereo unspecified)	-0.4	-1.0	3	-4	-4	-1	-0.7	2	-0.1	-10	0.9

Nine compounds already listed, arranged by length of the SMILES, low to high.
SMILES	hgDAF12 agonist	ssDAF-12 act	PLC-beta3 inh	MBD2 DNA inh	ADAM17 inh	SMARCA2 act	hcDAF12 agonist	PLCg1 inh	DAX1 inh-1	NR1D1 modulator	DAX1 inh-2
C=CCC(O)c1c(-c2ccccc2)nn(C)c1Cl (stereo unspecified)	-1.8	-1.3	0	1	-1	4	-3.2	0	-0.7	4	-0.7
Cn1cc(C2NC(=O)c3ccccc3N2)c2ccccc21 (stereo unspecified)	1.3	-0.8	-137	-5	-35	-4	0.4	-99	-0.2	25*	0.9
CCOC(=O)c1ccccc1NC(=O)COC(=O)CCC(=O)c1ccccc1	-0.6	-1.5	-3	2	2	4	0.5	2	-1.0	2	0.5
CCCCc1cc(=O)oc2cc(C)cc(OC(C)C(=O)NCc3ccccn3)c12 (stereo unspecified)	-3.5	-1.4	-67	5	-44	0	-4.8	-61	-2.3	3	0.3
CN(C(=O)CSc1nc(C2CC2)n(-c2ccccc2)n1)C1CCS(=O)(=O)C1 (stereo unspecified)	-1.5	-0.8	-4	-4	-5	-2	0.0	9	-1.6	-6	-0.3
CCOC(=O)N1CCN(C(=O)CSCC(=O)Nc2nc(-c3ccc(Cl)s3)cs2)CC1	-0.7	-1.7	-37	-2	1	-1	0.9	-23	0.4	-9	0.0
CC(C)[C@H](NC(=O)c1ccccc1Cl)C(=O)OCC(=O)NC(=O)NC1CCCC1	0.0	-0.9	-5	4	-2	-1	-1.7	1	0.3	3	-0.2
O=C(Cn1cnc([N+](=O)[O-])c1)Nc1cc(Oc2ccc(Cl)cc2Cl)cc([N+](=O)[O-])c1	-2.7	-1.3	3	-3	9.5*	-2	-1.8	6	-0.8	-3	-0.9
C[C@]12Cc3ccccc3C1CC1=N[C@@H](C3CCCCC3)O[C@@]13C[C@@H]2C(=O)N3C1CCN(Cc2ccccc2)CC1 (stereo partly specified)	1.1	-0.5	2	4	-1	-8	0.2	-2	-0.4	11	/

Screening results: PubChem BioAssay, several laboratories
